High-throughput results deposited in PubChem by several laboratories.
S1P4 antag: S1P4 receptor antagonists, primary screen, cell-based; Sphingosine 1-phosphate receptor 4 (Homo sapiens), O95977; S1P4-expressing cells, antagonist mode, reporter read-out; inhibition, % at 4.98 µM; 220,000 tested, 0.26% active; AID 1510, 2009; in the data active means inhibition above about 29%;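 further: 0% = wells stimulated with agonist and 100% = vehicle wells without agonist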
BaF3 tox: parental Ba/F3 cell viability inhibition, counter-screen for JAK2V617F inhibitor project, murine pro-B, CellTiter-Glo luminescence; inhibition, % at 5.6 µM; AID 1486, 2009; CellTiter-Glo ATP luminescence; 220,000 tested, 1.1% active;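 active means inhibition above a per-campaign cutoff, the mean inhibition of all tested compounds plus 3 SD, cut at about 27% in these data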;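 further: 0% = DMSO wells and 100% = JAK Inhibitor I control wells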
Runt-CBFb FRET: inhibitors of RUNX1 Runt–CBFb binding, primary screen, biochemical, FRET, Cerulean-Runt, Venus-CBFb, uHTS | 220,000 tested, 0.46% active | Runt-related transcription factor 1 (Homo sapiens) + Core-binding factor subunit beta … | Cerulean-Runt/Venus-CBFb FRET ratio 530/480, 1 h | inhibition, % at 20 µM;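 active means inhibition over about 50% at 20 µM in the single-dose screen, limit read from the data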;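 further: 0% = DMSO wells and 100% = excess unlabeled CBFb competitor control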
Target sequence (Q01196 whole entry, looked up): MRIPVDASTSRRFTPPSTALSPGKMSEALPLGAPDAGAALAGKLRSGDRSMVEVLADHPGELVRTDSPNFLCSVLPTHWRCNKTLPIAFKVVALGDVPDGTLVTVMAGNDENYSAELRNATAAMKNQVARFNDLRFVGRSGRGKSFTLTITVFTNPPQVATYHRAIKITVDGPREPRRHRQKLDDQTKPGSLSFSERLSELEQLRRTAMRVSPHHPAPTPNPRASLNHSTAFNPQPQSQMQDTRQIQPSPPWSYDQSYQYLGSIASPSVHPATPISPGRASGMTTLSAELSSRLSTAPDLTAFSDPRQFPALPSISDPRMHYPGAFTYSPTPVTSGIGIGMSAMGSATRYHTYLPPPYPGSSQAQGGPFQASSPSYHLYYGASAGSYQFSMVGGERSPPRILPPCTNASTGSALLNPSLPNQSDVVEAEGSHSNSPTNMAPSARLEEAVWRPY
Target sequence (Q13951 whole entry, looked up): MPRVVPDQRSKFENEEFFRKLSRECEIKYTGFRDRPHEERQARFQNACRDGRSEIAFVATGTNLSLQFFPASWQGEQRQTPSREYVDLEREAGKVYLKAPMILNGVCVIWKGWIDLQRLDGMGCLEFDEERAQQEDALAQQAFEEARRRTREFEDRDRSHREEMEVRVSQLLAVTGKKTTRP
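System: Cerulean-labeled Runt domain protein | Quantity: 100 nM of each labeled protein | Schedule: 1 h compound exposure, room temperature | Detection: Fluorescence energy transfer, 422 nm excitation, 530/480 nm emission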
S1P4 ag: S1P4 receptor agonists, primary screen, cell-based; S1P4-expressing cell line, agonist reporter assay; activation, % at 4.98 µM; 220,000 tested, 0.35% active; in the data active means activation above about 11%;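 further: 0% = DMSO vehicle and 100% = reference agonist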
Ba/F3 V617F tox: reduced viability of JAK2V617F-dependent Ba/F3 cells, primary screen, JAK2V617F inhibitor project, cell-based, Ba/F3 EpoR-JAK2V617F, luminescence | ATP luminescence | inhibition, % at 5.6 µM | 220,000 tested, 1.1% active;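 active means inhibition above the campaign mean plus 3 SD over all tested compounds, cut at about 24% in these data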;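 further: cytokine-independent growth of Ba/F3 cells driven by EpoR plus mutant JAK2; 0% = DMSO-treated cells and 100% = JAK inhibitor I control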
RBBP9 inh: human RBBP9 inhibitors, primary screen, biochemical, fluorescence polarization, FP-Rh probe, HTS | AID 1515, 2009 | Serine hydrolase RBBP9 (Homo sapiens), O75884 | 220,000 tested, 0.2% active | recombinant RBBP9 | inhibition, % at 7.94 µM;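 active means inhibition above the campaign mean of all tested compounds plus 3 SD, cut at about 14% in these data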;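 further: plate controls were DMSO wells with RBBP9 for no effect and wells lacking RBBP9 protein for full effect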
Target sequence (O75884 whole entry, looked up): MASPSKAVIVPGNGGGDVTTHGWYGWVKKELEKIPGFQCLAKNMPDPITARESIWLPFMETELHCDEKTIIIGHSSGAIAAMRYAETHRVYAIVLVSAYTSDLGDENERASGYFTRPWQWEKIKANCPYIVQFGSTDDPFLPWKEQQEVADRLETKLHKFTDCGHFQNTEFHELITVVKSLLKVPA
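System: RBBP9 protein / Buffer or medium: Tris/NaCl buffer pH 8.0 with 0.1% Pluronic / Probe or stimulus: Serine-hydrolase probe FP-Rh, 375 nM pre-mixing / Dosing: 7.94 µM single dose, 0.794% DMSO / Times: enzyme-compound preincubation 30 min, then probe labeling 45 min, 25 °C / Technique: fluorescence polarization (mP), excitation 525 nm, emission 598 nm / Replication: singlicate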
NPY Y1 blocker: NPY-Y1 receptor antagonists, primary screen, cell-based. Neuropeptide Y receptor type 1 (Homo sapiens), P25929. HEK293-CNG Y1 cells, membrane potential fluorescence; NPY at EC95, then isoproterenol. inhibition, % at 3.6 µM. 200,000 tested, 1% active;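 active means inhibition above the campaign mean inhibition of all tested compounds plus 3 SD, cut at about 20% in these data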;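 further: 0% = DMSO wells given NPY plus isoproterenol and 100% = isoproterenol alone without NPY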
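Material: Y1- and CNG-channel-expressing HEK293 cells / Probe or stimulus: NPY 25 nM then isoproterenol 1 µM plus Ro 20-1724 25 µM / Doses: 3.6 µM single dose, DMSO 0.4% / Schedule: compound incubation 1 h at room temperature, readout 45 min post-stimulation / Signal: membrane potential fluorescence / Benchmarks: isoproterenol-only wells as full block versus NPY-plus-isoproterenol wells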
NPY-Y2 PAM-ag: NPY-Y2 potentiators or agonists, primary screen, cell-based; Neuropeptide Y receptor type 2 (Homo sapiens), P49146; cells expressing NPY-Y2, potentiator/agonist read-out; activation, % at 3.6 µM; 220,000 tested, 0.45% active; in the data active means activation above about 27%;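 further: cells stimulated with NPY near EC25 plus isoproterenol at EC100; 0% = vehicle plus submaximal agonist and 100% = vehicle plus saturating agonist; some results beyond the cut were filed as inactive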
NPY1 pot ag: NPY-Y1 receptor potentiators or agonists, primary screen, cell-based; Neuropeptide Y receptor type 1 (Homo sapiens), P25929; NPY-Y1 expressing cells, potentiator/agonist activation; activation, % at 3.6 µM; 220,000 tested, 0.37% active; AID 1304, 2008; in the data active means activation above about 33%, passing the limit was not always enough;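 further: cells stimulated with NPY at EC10 then isoproterenol at EC100; 0% = low agonist plus stimulus and 100% = saturating agonist plus stimulus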
An asterisk follows results filed as active; nt = no result given. Random draw from the library, and some 3.6% of all compounds hit somewhere here.

no.	Compound	S1P4 antag	BaF3 tox	Runt-CBFb FRET	S1P4 ag	Ba/F3 V617F tox	RBBP9 inh	NPY Y1 blocker	NPY-Y2 PAM-ag	NPY1 pot ag
1	CC(=O)Nc1ccc(OC(=O)c2ccc(Br)c([N+](=O)[O-])c2)cc1	47.9*	2.8	2.2	-1.7	-4.7	1.6	-2.6	-4.5	19.1
2	S=C(c1ccc(-c2cc(Cl)ccc2Cl)o1)N1CCCCC1	-0.5	0.2	8.9	1.1	-3.0	2.2	-2.2	-6.5	-5.2
3	COCc1nnc(SCC(=O)NCc2ccccc2)n1-c1ccccc1	-6.4	0.9	-1.0	0.5	2.5	-10.8	-3.5	1.7	-14.4
4	COc1cc(/C=N\Nc2nc(-c3ccc(C)cc3)c(NC(C)=O)s2)ccc1O	-10.2	0.8	14.9	0.4	-4.8	9.5	nt	-0.8	5.8
5	O=[N+]([O-])c1ccccc1/C=N/Nc1nccnc1Cl	-10.7	11.7	4.0	-0.8	5.3	-5.8	3.5	-4.9	15.4
6	CC(C)c1ccccc1OCC(=O)NN1C(=O)c2ccccc2C1=O	-4.1	7.6	-0.7	-0.9	0.5	-7.5	5.2	-18.2	3.0
7	CC(C)C1(CCNC(=O)c2cccs2)CCOC(C)(C)C1 (configuration not stated)	0.3	-2.4	0.9	-0.7	-6.6	-4.0	nt	-12.3	-5.4
8	COc1ccc(N(CC(=O)Nc2nc3ccc(C)cc3s2)S(=O)(=O)c2c(C)nn(C)c2C)cc1	8.3	11.6	-9.8	-2.5	7.2	-13.5	-5.3	9.0	17.5
9	COCCCNc1nc2c(-c3cccc(C(F)(F)F)c3)nnn2c2ccccc12	-4.3	5.3	-1.2	-0.1	1.7	-5.9	-1.2	5.5	13.6
10	COCCNC(=O)C(c1ccccc1)N(Cc1cccs1)C(=O)Cn1nnc2ccccc21 (configuration not stated)	-10.7	3.3	-0.1	-1.8	-2.4	-3.3	-4.6	-1.4	-12.4
11	O=C(N/N=C/c1ccc(OC(=O)c2cccs2)cc1)c1ccc(F)cc1	10.2	1.4	-4.1	1.0	-0.6	-0.5	-0.3	-7.4	13.8
12	Cc1noc(C)c1CSc1nnnn1-c1ccc(Cl)cc1	7.0	7.0	1.9	0.6	5.4	-4.8	-6.4	-1.4	-11.6
13	Cc1oc(-c2ccccc2)cc1C(=O)NC1CCN(Cc2ccccc2)CC1	0.9	1.5	-1.2	0.3	4.5	-8.3	nt	-15.8	-16.3
14	Cc1ccc(NC(=O)CCC(=O)NCCO)cc1	5.6	-2.2	-1.4	0.3	-5.6	-1.3	1.6	15.4	4.3
15	COc1nc(C#N)nc(N(C)C)n1	-6.8	4.1	-1.2	-0.8	-2.0	-8.7	3.9	2.7	5.8
16	CN1CCc2c(C#N)c(N3CCOCC3)nc(NCC3CCCO3)c2C1 (configuration not stated)	1.5	2.7	32.6	0.7	-0.5	1.3	nt	5.4	19.3
17	CC(C)CSc1nc2ccccc2n1CC(N)=O	-12.8	4.8	1.2	-0.2	4.8	-8.4	0.1	3.0	-0.1
18	COCCNC(=O)CSc1ccc(C)cc1	-11.2	5.9	8.4	-0.9	-1.9	-9.0	-5.1	13.8	14.6
19	Cn1c(=O)c2c(n(Cc3ccccc3)c1=O)NC(=O)C2CC(=O)O (configuration not stated)	-0.7	0.5	1.4	-3.0	-4.8	3.6	-3.3	-4.7	-2.3
20	CCN(CC)CCCNC1CCS(=O)(=O)C1 (configuration not stated)	6.1	6.0	1.0	0.6	-2.0	6.0	1.8	7.2	-20.0
21	COc1ccc(Cn2c(C)nc3c(c(=O)c4ccccc4n3C)c2=O)cc1	-6.1	0.4	2.3	0.8	2.1	-5.4	nt	-16.2	-10.6
22	COC(=O)c1ccn(Cc2ccccc2Cl)n1	0.7	5.7	1.2	-0.7	0.7	-0.4	-4.0	2.8	12.3
23	C1=CCC(CN2CCNCC2)CC1 (configuration not stated)	-1.4	5.9	1.5	-0.2	1.2	0.5	-1.0	-12.9	-6.4
24	CCN=C(Nc1ccc2c(c1)OCO2)SC1CC(=O)N(c2ccc(OC)cc2)C1=O (configuration not stated)	-14.3	3.5	-1.6	1.3	0.0	-0.7	0.5	4.2	-3.9
25	CCn1c(=O)cc(OCC(=O)NCc2ccc(C)o2)c2ccccc21	-20.1	5.6	5.4	-0.3	2.0	-6.7	-3.6	-1.4	-2.4
26	Cc1ccc(NS(=O)(=O)c2ccc(N/N=C/c3ccccc3OCC(=O)O)c([N+](=O)[O-])c2)c(C)c1	10.3	-9.3	-12.7	-0.3	-0.2	-2.0	nt	1.9	21.4
27	O=C(Nc1ccccc1C(=O)N1CCCCC1)c1cccc(S(=O)(=O)N2CCOCC2)c1	-22.5	1.9	1.7	-0.7	2.3	1.0	7.8	-8.2	-10.5
28	CCOc1ccc(-c2c(=O)n(OCc3ccc([N+](=O)[O-])cc3)c3ccccc3[n+]2[O-])cc1	-15.4	4.1	0.0	2.1	-5.0	-8.4	5.7	-8.4	4.0
29	CC1CCN(CCCOc2ccc(Br)cc2Cl)CC1	6.7	9.0	-0.4	-0.7	1.2	-5.8	11.3	-9.1	-0.1
30	Cc1c(NC(=O)OC(C)C)sc(=S)n1C	-29.5	0.3	5.3	1.0	-1.7	-0.9	-1.5	-2.5	-11.6
31	COc1ccc(NC2c3ccccc3C(=O)N2c2cccnc2)cc1Cl (configuration not stated)	-13.6	3.9	1.8	0.8	4.0	-11.4	0.2	10.1	-6.9
32	CCN(CC)S(=O)(=O)c1ccc(C)c(NC(=S)N2CCN(Cc3ccc4c(c3)OCO4)CC2)c1	-2.2	9.6	-2.7	0.6	1.0	-2.9	4.9	0.7	8.3
33	CCOc1ccc(Br)cc1S(=O)(=O)Nc1cccc(S(=O)(=O)NC2=NCCC2)c1	-0.4	2.6	0.0	0.7	-1.4	-2.0	-4.6	11.2	7.6
34	CS(=O)(=O)c1nc(-c2ccccc2)c(-c2ccccc2)[nH]1	-30.4	0.7	-0.2	-0.5	-2.2	-7.2	0.1	26.1	9.5
35	CNC(=S)NNC(=O)c1cccc(N(C)C)c1	-19.9	6.6	0.4	0.4	0.9	-1.8	-2.9	3.1	-4.9
36	CC(C)C1N(C(N)=S)N=CC1(C)C (configuration not stated)	0.5	-0.8	0.5	2.2	-2.0	-11.8	nt	-8.9	-20.8
37	CCN1CCN(C(C)C(=O)NC2CCCCC2)CC1 (configuration not stated)	-1.1	-4.1	-2.0	1.1	-4.7	0.9	nt	-7.2	13.8
38	Cc1noc(C)c1C(=O)NCCc1ccc(Cl)cc1	0.0	1.4	-1.8	1.9	1.7	-4.8	5.7	-9.8	-8.1
39	CCOc1ccc(Cc2nnc(N)s2)cc1OCC	1.9	3.0	1.5	-0.5	3.7	-10.7	-3.0	4.6	-5.5
40	Cc1cccc(OCc2n[nH]c(=S)n2Cc2ccccc2)c1	-16.7	7.7	2.8	1.2	5.9	-9.3	-4.2	2.5	-9.7
41	CCOc1ccc(NS(=O)(=O)c2ccc3[nH]cc(C(=O)N(CC)CC)c(=O)c3c2)cc1	0.6	-0.1	nt	-0.7	-1.4	-6.6	-6.5	-17.7	1.2
42	CCn1c(-c2ccc(F)cc2)cnc1SCC(=O)N1CCc2ccccc21	-15.9	5.5	-1.6	1.4	-4.5	-7.1	-0.4	-2.0	-20.1
43	COc1ccc(NC(=O)c2nc3nc(C)cc(C(F)F)n3n2)cc1OC	-5.0	2.8	-0.1	0.2	3.2	-7.8	3.8	11.8	2.5
44	Cc1ccc(S(=O)(=O)N2CCC(=O)N(CCOC(=O)NCc3ccccc3)CC2)cc1	0.5	0.8	-1.7	0.2	-1.1	-9.0	-2.2	-7.0	-29.6
45	O=C1OC(N2CCN(c3ccccn3)CC2)c2ccccc21 (configuration not stated)	-4.9	0.4	1.4	1.1	0.1	-1.4	1.6	-16.1	14.4
46	OCCOc1nnnn1-c1ccccc1	-2.8	-0.1	-1.6	1.0	-1.5	-8.3	4.4	-12.3	12.1
47	NC(=O)c1nnn(-c2ccccc2)c1N	7.6	7.9	nt	1.1	0.0	-3.1	-0.9	-1.1	6.9
48	N#Cc1nc(Cc2ccccc2)oc1NCCc1ccccc1	-7.0	3.8	0.7	-1.3	2.1	-8.3	0.1	-3.5	-10.0
49	CCOC(=O)C1CCN(c2c(N3CCN(c4ccccc4OC)CC3)c(=O)c2=O)CC1	3.8	1.9	-1.1	-0.1	-3.3	4.3	-4.4	7.5	-6.3
50	Fc1ccc(/C=N/c2c(-c3ccc(F)cc3)nc3n2CCS3)cc1	-6.3	5.6	nt	1.1	-0.6	-5.8	-2.1	3.4	0.3
51	Cc1ccc(CNS(=O)(=O)c2ccc(C(F)(F)F)cc2)n1C	15.8	-5.2	-1.4	2.1	-5.9	-0.5	nt	4.6	7.8
